Screening data from PubChem BioAssay.
INS-1E ATP HTS = rescue of cytokine-induced death in INS-1E beta cells; INS-1E cytokine-induced death, ATP luminescence, 48 h; normalised: neutral wells 0, positive control 100; protection from cytokine-induced ATP loss, % at 10 µM; hit rate 0.1% among 20,000;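 active means mean replicate protection from cytokine-induced ATP loss at least 50% and at least 75% of replicates each reaching 50%; inconclusive means meets only one of the two criteria, mean or replicate share; inactive means fails both the mean and replicate share criteria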
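Assay system – rat INS-1E insulinoma cell line · Quantity – 8000 cells per well · Buffer or medium – RPMI without phenol red, 5% FBS · Schedule – 48 h co-treatment, 10 min post-lysis read · Technique – luminescent ATP assay (CellTiter-Glo)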
T cruzi intra = intracellular Trypanosoma cruzi inhibition | activity score (inhibition), % at 5.01 µM | intracellular Trypanosoma cruzi in host cells, plate reader | AID 651903 | hit rate 4.9% among 22,000; in the data active means activity score above about 55%; inconclusive means no clear call, values can overlap the other calls;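 further: parasites and compound incubated about four days before reading; 0% = median of neutral control wells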
Numbers without * were called inactive; u = inconclusive; x = not tested or not shown.

compound | INS-1E ATP HTS | T cruzi intra
C[C@@H]1CN([C@@H](C)CO)C(=O)c2cc(NS(=O)(=O)c3ccc(Cl)cc3)ccc2O[C@H]1CN(C)CC1CCCCC1 | -13 | 10
C[C@H](CO)N1C[C@H](C)[C@H](CN(C)Cc2ccc(Oc3ccccc3)cc2)Oc2ccc(NC(=O)Nc3cccc4ccccc34)cc2C1=O | x | 18
C[C@@H]1CN([C@H](C)CO)C(=O)Cc2cc(NC(=O)Cc3cn(C)c4ccccc34)ccc2O[C@H]1CN(C)C(=O)NC1CCCCC1 | 2 | 0
C[C@H](CO)N1C[C@H](C)[C@@H](CN(C)S(=O)(=O)c2ccccc2)Oc2ccc(NC(=O)c3ccncc3)cc2C1=O | 1 | -2
Cc1noc(C)c1S(=O)(=O)N(C)C[C@H]1OCc2cn(nn2)CCCC(=O)N([C@H](C)CO)C[C@@H]1C | x | -2
Cc1noc(C)c1NC(=O)Nc1cccc2c1O[C@H](CN(C)S(C)(=O)=O)[C@@H](C)CN([C@@H](C)CO)C2=O | 15 | -31
C[C@@H]1CN([C@H](C)CO)C(=O)c2cc(NC(=O)Cn3cnnn3)ccc2O[C@@H]1CN(C)S(=O)(=O)c1ccc(Cl)cc1 | -1 | 12
Cc1ccc(S(=O)(=O)N(C)C[C@H]2Oc3ccc(NS(=O)(=O)c4cccs4)cc3C(=O)N([C@H](C)CO)C[C@H]2C)cc1 | 5 | -13
C[C@H](CO)N1C[C@H](C)[C@H](CN(C)C)Oc2ccc(NS(C)(=O)=O)cc2CC1=O | 1 | -13
COc1ccc(S(=O)(=O)N(C)C[C@H]2Oc3ccc(NS(C)(=O)=O)cc3C(=O)N([C@@H](C)CO)C[C@@H]2C)cc1 | x | -3
C[C@@H]1CCCCO[C@H](CN(C)C(=O)c2ccncc2)[C@@H](C)CN([C@H](C)CO)C(=O)c2cc(NC(=O)NC3CCCCC3)ccc2O1 | -1 | -10
CC(C)NC(=O)Nc1ccc2c(c1)C(=O)N([C@@H](C)CO)C[C@@H](C)[C@H](CN(C)C(=O)Nc1ccc(C(F)(F)F)cc1)O2 | 7 | -12

The list goes on.
compound | INS-1E ATP HTS | T cruzi intra
Cc1ccc(S(=O)(=O)N(C)C[C@@H]2Oc3ccc(NC(=O)Nc4c(C)noc4C)cc3C(=O)N([C@@H](C)CO)C[C@H]2C)cc1 | 3 | 9
C[C@H]1CN([C@@H](C)CO)C(=O)c2cc(NS(C)(=O)=O)ccc2O[C@@H]1CN(C)Cc1ccc2c(c1)OCO2 | -3 | -11
C[C@H](CO)N1C[C@H](C)[C@H](CN(C)Cc2ccc(-c3ccccc3)cc2)Oc2ccc(NC(=O)c3ccncc3)cc2C1=O | x | 6
Cc1noc(C)c1NC(=O)N(C)C[C@H]1Oc2ccc(NC(=O)NC3CCCCC3)cc2CC(=O)N([C@@H](C)CO)C[C@H]1C | 6 | -12
COc1ccc(S(=O)(=O)N(C)C[C@@H]2Oc3ccc(NC(=O)Nc4cccc5ccccc45)cc3C(=O)N([C@@H](C)CO)C[C@H]2C)cc1 | -8 | -17
Cc1ccc(O)c(/C=N/NC(=O)CCCCC(=O)NO)c1 | 22 | 17
C[C@@H]1CN([C@@H](C)CO)C(=O)Cc2cc(NS(=O)(=O)c3cccs3)ccc2O[C@@H]1CN(C)CC1CCCCC1 | 2 | 3
C[C@H]1CN([C@@H](C)CO)C(=O)CCCn2nncc2CO[C@H]1CN(C)C(=O)Nc1ccc2c(c1)OCO2 | x | 1
Cc1ccc(S(=O)(=O)Nc2cccc3c2O[C@@H](CN(C)Cc2ccc4c(c2)OCO4)[C@H](C)CN([C@@H](C)CO)C3=O)cc1 | 8 | -6
Cc1ccc(S(=O)(=O)N(C)C[C@H]2Oc3ccc(NC(=O)NC4CCCCC4)cc3C(=O)N([C@H](C)CO)C[C@H]2C)cc1 | 5 | 18
C[C@H](CO)N1C[C@H](C)[C@@H](CN(C)S(=O)(=O)c2ccc(C#N)cc2)OCc2cnnn2CCCC1=O | 2 | -18
C[C@H]1CN([C@@H](C)CO)C(=O)Cc2cc(NS(C)(=O)=O)ccc2O[C@@H]1CN(C)C(=O)Nc1ccc2c(c1)OCO2 | 7 | -11

Continuation:
compound | INS-1E ATP HTS | T cruzi intra
C[C@H]1CN([C@@H](C)CO)C(=O)Cc2cc(NC(=O)NC3CCCCC3)ccc2O[C@@H]1CN(C)S(=O)(=O)c1ccccc1 | -5 | -6
C[C@@H]1CN([C@H](C)CO)C(=O)CCCn2cc(nn2)CO[C@H]1CN(C)CC1CCCCC1 | x | -20
COc1ccc(S(=O)(=O)N(C)C[C@@H]2Oc3ccc(NC(=O)Cn4cnnn4)cc3C(=O)N([C@@H](C)CO)C[C@H]2C)cc1 | 4 | 5
Cc1noc(C)c1NC(=O)Nc1cccc2c1O[C@H](CN(C)C(=O)NC(C)C)[C@@H](C)CN([C@H](C)CO)C2=O | 8 | -29
CC(C)NC(=O)Nc1ccc2c(c1)CC(=O)N([C@@H](C)CO)C[C@H](C)[C@@H](CN(C)Cc1ccc(Oc3ccccc3)cc1)O2 | -31 | 23
Cc1noc(C)c1NC(=O)N(C)C[C@@H]1Oc2c(NS(C)(=O)=O)cccc2C(=O)N([C@H](C)CO)C[C@@H]1C | 10 | -15
Cc1ccc(S(=O)(=O)Nc2cccc3c2O[C@@H](CN(C)S(=O)(=O)c2ccc(C)cc2)[C@H](C)CN([C@@H](C)CO)C3=O)cc1 | 1 | -1
COc1ccc(CN(C)C[C@@H]2Oc3ccc(NC(=O)Nc4ccc(C(F)(F)F)cc4)cc3CC(=O)N([C@H](C)CO)C[C@@H]2C)cc1 | -89 | x
C[C@@H]1CN([C@H](C)CO)C(=O)c2cccc(NC(=O)Nc3ccc(C(F)(F)F)cc3)c2O[C@H]1CN(C)Cc1ccc(Oc2ccccc2)cc1 | -4 | 42
CNC[C@H]1Oc2ccc(NC(=O)CCC(F)(F)F)cc2CC(=O)N([C@H](C)CO)C[C@H]1C | 3 | -7
CC(C)NC(=O)N(C)C[C@@H]1Oc2ccc(NC(=O)Nc3ccc4c(c3)OCO4)cc2C(=O)N([C@@H](C)CO)C[C@@H]1C | x | 2
C[C@H](CO)N1C[C@H](C)[C@H](CN(C)Cc2ccncc2)Oc2ncc(-c3ccccc3)cc2C1=O | x | 9

Other compounds:
compound | INS-1E ATP HTS | T cruzi intra
C[C@@H]1CCCCO[C@H](CN(C)C(=O)c2ccncc2)[C@@H](C)CN([C@H](C)CO)C(=O)c2cc(NS(=O)(=O)c3ccccc3)ccc2O1 | 11 | 1
Cc1noc(C)c1S(=O)(=O)N(C)C[C@H]1OCCCC[C@@H](C)Oc2ccc(NS(=O)(=O)c3ccc(Cl)cc3)cc2C(=O)N([C@H](C)CO)C[C@@H]1C | -13 | 17
C[C@@H]1CN([C@@H](C)CO)C(=O)c2cc(NC(=O)Nc3ccccc3)ccc2O[C@H]1CN(C)S(=O)(=O)c1ccc(F)cc1 | -8 | -13
C[C@@H]1CCCCO[C@@H](CN(C)S(=O)(=O)c2cn(C)cn2)[C@@H](C)CN([C@H](C)CO)C(=O)c2cc(NC(=O)Nc3ccc(C(F)(F)F)cc3)ccc2O1 | 8 | 27
C[C@H](CO)N1C[C@H](C)[C@@H](CN(C)Cc2ccc3c(c2)OCO3)Oc2c(NC(=O)Nc3ccc(F)cc3)cccc2C1=O | -8 | 60*
C[C@H](CO)N1C[C@H](C)[C@@H](CN(C)Cc2ccc3c(c2)OCO3)Oc2c(NS(=O)(=O)c3ccccc3)cccc2C1=O | 2 | -4
C[C@@H]1CN([C@H](C)CO)C(=O)c2cc(NC(=O)Nc3ccc(F)cc3)ccc2O[C@@H]1CN(C)Cc1ccc2c(c1)OCO2 | 1 | 0
C[C@@H]1CN([C@@H](C)CO)C(=O)c2cccc(NC(=O)Nc3ccc(F)cc3)c2O[C@H]1CN(C)C(=O)Nc1ccccc1 | 1 | -4
C[C@@H]1CN([C@H](C)CO)C(=O)c2cc(NC(=O)CCCN(C)C)ccc2O[C@H]1CN(C)C | 9 | -18
C[C@@H]1CN([C@@H](C)CO)C(=O)c2cccc(NS(=O)(=O)c3cn(C)cn3)c2O[C@@H]1CN(C)Cc1ccc(C(F)(F)F)cc1 | 8 | -30
C[C@H]1CN([C@@H](C)CO)C(=O)Cc2cc(NC(=O)Nc3ccc4c(c3)OCO4)ccc2O[C@H]1CN(C)Cc1ccc(C(F)(F)F)cc1 | -32 | 68*
C[C@@H]1CN([C@@H](C)CO)C(=O)c2cccc(N(C)C)c2O[C@@H]1CN(C)S(C)(=O)=O | 2 | -23

Further records.
compound | INS-1E ATP HTS | T cruzi intra
COc1ccc(NC(=O)Nc2ccc3c(c2)CC(=O)N([C@H](C)CO)C[C@@H](C)[C@@H](CN(C)Cc2ccc(C(=O)O)cc2)O3)cc1 | -7 | 6
C[C@H]1CN([C@@H](C)CO)C(=O)Cc2cc(NC(=O)Cc3ccccc3)ccc2O[C@H]1CN(C)Cc1ccc2c(c1)OCO2 | 5 | 7
COc1ccc(S(=O)(=O)N(C)C[C@H]2Oc3ccc(NC(=O)NC(C)C)cc3CC(=O)N([C@H](C)CO)C[C@H]2C)cc1 | 7 | -19
CC(C)NC(=O)N(C)C[C@H]1Oc2ccc(NC(=O)Nc3ccc(F)cc3)cc2C(=O)N([C@H](C)CO)C[C@H]1C | 5 | -50
C[C@@H]1CN([C@@H](C)CO)C(=O)c2cccc(NS(=O)(=O)c3ccc(Cl)cc3)c2O[C@H]1CN(C)Cc1ccccc1 | 12 | 20
C[C@H]1CN([C@@H](C)CO)C(=O)Cc2cc(NS(C)(=O)=O)ccc2O[C@H]1CN(C)Cc1ccc(C(=O)O)cc1 | 21 | -45
C[C@@H]1CN([C@H](C)CO)C(=O)c2cccc(NS(=O)(=O)c3ccc(Cl)cc3)c2O[C@@H]1CN(C)Cc1ccccc1 | -8 | u
C[C@@H]1CN([C@@H](C)CO)C(=O)c2cccc(NC(=O)Nc3ccc(C(F)(F)F)cc3)c2O[C@@H]1CN(C)Cc1ccncc1 | 9 | 38
C[C@H]1CN([C@@H](C)CO)C(=O)c2cc(NC(=O)CCCCCC(=O)Nc3ccccc3N)ccc2O[C@H]1CN(C)Cc1ccc(Cl)c(Cl)c1 | 13 | 13
C[C@H]1CN([C@@H](C)CO)C(=O)Cc2cc(NS(=O)(=O)c3cccs3)ccc2O[C@H]1CN(C)C(=O)Nc1ccccc1 | 14 | -12
C[C@@H]1CN([C@H](C)CO)C(=O)c2cc(NC(=O)CCC(F)(F)F)ccc2O[C@H]1CN(C)C(=O)Nc1ccc(C(F)(F)F)cc1 | 3 | -12
Cc1ccc(S(=O)(=O)N(C)C[C@H]2OCc3cnnn3CCCC(=O)N([C@H](C)CO)C[C@@H]2C)cc1 | x | -12

Filtered by structure, the compounds so far containing a COOH group
compound | INS-1E ATP HTS | T cruzi intra
COc1ccc(NC(=O)Nc2ccc3c(c2)CC(=O)N([C@H](C)CO)C[C@@H](C)[C@@H](CN(C)Cc2ccc(C(=O)O)cc2)O3)cc1 | -7 | 6
C[C@H]1CN([C@@H](C)CO)C(=O)Cc2cc(NS(C)(=O)=O)ccc2O[C@H]1CN(C)Cc1ccc(C(=O)O)cc1 | 21 | -45

Next results follow:
compound | INS-1E ATP HTS | T cruzi intra
C[C@@H]1CN([C@H](C)CO)C(=O)c2cccc(NC(=O)c3nc4ccccc4s3)c2O[C@@H]1CN(C)Cc1ccccc1 | -56 | 23
C[C@@H]1CN([C@@H](C)CO)C(=O)CCCn2cc(nn2)CO[C@@H]1CN(C)C(=O)Nc1ccnc(N2CCOCC2)c1 | x | -8
C[C@@H]1CN([C@H](C)CO)C(=O)CCCn2cc(nn2)CO[C@@H]1CN(C)S(=O)(=O)c1ccc(Oc2ccccc2)cc1 | -20 | 14
C[C@@H]1CN([C@H](C)CO)C(=O)c2cc(NS(C)(=O)=O)ccc2O[C@H]1CN(C)CC1CC1 | 5 | -15
C[C@H]1CN([C@@H](C)CO)C(=O)c2cc(NC(=O)Cc3ccccc3)ccc2O[C@H]1CN(C)Cc1ccncc1 | x | -2
C[C@H]1CN([C@@H](C)CO)C(=O)c2cccc(NS(C)(=O)=O)c2O[C@H]1CN(C)Cc1ccncc1 | 2 | -10
Cc1noc(C)c1NC(=O)N(C)C[C@H]1Oc2ccc(NS(=O)(=O)c3ccccc3)cc2CC(=O)N([C@@H](C)CO)C[C@@H]1C | 7 | -19
C[C@H]1CN([C@@H](C)CO)C(=O)c2cccc(NC(=O)CCCCCC(=O)Nc3ccccc3N)c2O[C@H]1CN(C)CC1CCCCC1 | -11 | 22
C[C@@H]1CN([C@@H](C)CO)C(=O)CCCn2nncc2CO[C@@H]1CN(C)S(=O)(=O)c1ccc(C#N)cc1 | x | -16
C[C@H]1CN([C@@H](C)CO)C(=O)c2cc(NC(=O)Nc3cccc4ccccc34)ccc2O[C@@H]1CN(C)Cc1ccc(C(=O)O)cc1 | 3 | -8

Given as labelled records: entries from further up
> C[C@H]1CN([C@@H](C)CO)C(=O)Cc2cc(NS(C)(=O)=O)ccc2O[C@@H]1CN(C)C(=O)Nc1ccc2c(c1)OCO2
- INS-1E ATP HTS = 7
- T cruzi intra = -11

> C[C@H]1CN([C@@H](C)CO)C(=O)Cc2cc(NC(=O)NC3CCCCC3)ccc2O[C@@H]1CN(C)S(=O)(=O)c1ccccc1
- INS-1E ATP HTS = -5
- T cruzi intra = -6

> C[C@@H]1CN([C@H](C)CO)C(=O)CCCn2cc(nn2)CO[C@H]1CN(C)CC1CCCCC1
- INS-1E ATP HTS = x
- T cruzi intra = -20

> COc1ccc(S(=O)(=O)N(C)C[C@@H]2Oc3ccc(NC(=O)Cn4cnnn4)cc3C(=O)N([C@@H](C)CO)C[C@H]2C)cc1
- INS-1E ATP HTS = 4
- T cruzi intra = 5

These rows are one share of the data; rates above refer to the full screens.
